BRCT PPI red = disrupts BRCA1 BRCT binding to phosphoprotein, red fluorophore readout; BRCT-phosphopeptide binding, red fluorescence polarization; Potency, µM (titrated, usually from 76.9 µM), for inactives: at the top dose activity change, negative = inhibition, usual class: inhibitors; 75,000 tested, 0.03% active; AID 892; further: on the % scale 0 is the no-effect control and ±100 the full control effect
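Rhodamine-labelled pBACH1 10-mer (100 nM) bound to BRCT domain (100 nM) at pH 7.3; compounds incubated 12 min room temperature, polarization read. Free peptide defines full inhibition; unlabelled decapeptide titrated as control.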
Tau fil binding = binds recombinant human tau filaments; P10636; recombinant tau filaments, thioflavin S fluorescence, 15 h; filaments grown with octadecylsulfate alongside compound; Potency, µM (top dose mostly 57.1 µM), without a hit: at the highest dose activity change, negative = inhibition; 71,000 tested, 2% active; AID 596;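 further: potency means the concentration at half of the fitted maximal effect; on the % scale 0 is the no-effect control and ±100 the full control effect; actives lower thioflavin S fluorescence by blocking filaments or displacing dye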
Target sequence (P10636 whole entry, looked up): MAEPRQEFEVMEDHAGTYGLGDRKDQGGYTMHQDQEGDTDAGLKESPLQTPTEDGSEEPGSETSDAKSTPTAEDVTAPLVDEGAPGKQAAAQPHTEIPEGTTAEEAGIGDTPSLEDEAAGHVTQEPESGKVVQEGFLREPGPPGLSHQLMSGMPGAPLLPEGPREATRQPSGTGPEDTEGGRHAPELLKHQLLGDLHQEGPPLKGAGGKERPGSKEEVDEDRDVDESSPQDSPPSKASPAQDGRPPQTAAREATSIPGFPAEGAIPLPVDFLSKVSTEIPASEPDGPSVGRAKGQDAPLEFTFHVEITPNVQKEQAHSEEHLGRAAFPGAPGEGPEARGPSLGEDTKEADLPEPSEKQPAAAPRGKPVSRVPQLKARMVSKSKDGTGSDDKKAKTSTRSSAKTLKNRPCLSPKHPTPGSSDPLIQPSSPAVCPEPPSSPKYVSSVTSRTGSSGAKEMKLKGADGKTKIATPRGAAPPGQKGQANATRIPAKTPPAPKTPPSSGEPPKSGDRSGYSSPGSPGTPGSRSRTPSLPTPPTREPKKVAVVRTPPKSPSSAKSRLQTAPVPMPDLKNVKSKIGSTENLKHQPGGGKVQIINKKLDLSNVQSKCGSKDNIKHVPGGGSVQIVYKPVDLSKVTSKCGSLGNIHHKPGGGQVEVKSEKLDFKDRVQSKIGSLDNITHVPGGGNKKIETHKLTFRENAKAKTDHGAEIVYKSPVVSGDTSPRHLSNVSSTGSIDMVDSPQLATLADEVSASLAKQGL
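Thioflavine S fluorescence (ex 450, em 510 nm) reports filaments formed from 1 uM human tau plus 30 uM ODS over 15 h at 37 C (10 mM HEPES pH 7.4, 100 mM NaCl, 5 mM DTT); compounds displacing dye or blocking filaments lower signal.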
HEK293 cAMP ctrl = parental HEK293 cAMP activation (counter-screen); parental HEK293 CNG cAMP sensor, membrane potential fluorescence; Potency, µM (titrated, usually from 57.1 µM), without a hit: at the highest dose activation, actives largely listed as activators; 73,000 tested, 2.5% active; AID 938; further: potency means the concentration at half of the fitted maximal effect; % of control where 0% means no effect; nearly all actives have a fitted effect of over 55% in size
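Counterscreen for endogenous-receptor signalling: CNG-channel HEK 293 cells report cAMP rise by membrane depolarization. After 60 min dye equilibration with 100 uM RO 20-1724, compounds incubated 30 min before bottom-read fluorescence at 590 nm.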
Rhodamine fluor = rhodamine region autofluorescence | Rhodamine-region fluorescence, 547/598 nm, Tris buffer; active compounds read high | max dye-equivalent concentration, M | 59,000 tested, 0.05% active; in the data active means max dye-equivalent concentration above about 11 nM; inconclusive means between about 1.1 nM and that limit
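Steps: pin-transfer compounds into pH 8.0 Tris (100 mM), hold 15 min at room temperature, image with a 547/598 nm filter pair, and convert intensities to rhodamine-equivalent concentration using a six-point on-plate rhodamine series.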
Caspase-7 inhib = blocks human caspase-7 allosterically or competitively; P55210; recombinant caspase-7, Ac-DEVD-AFC fluorescence rate; Potency, µM (doses to about 57.5 µM), for inactives: at the highest dose activity change, negative = inhibition, most hits filed as inhibitors; 75,000 tested, 0.02% active; active means well fitted inhibition curve with a large enough effect in the main read-out, with a control signal flat, not every such curve was filed as active; inconclusive means small, poorly fitted or top-dose-only effect, or a change in a side signal; further: potency means the concentration at half of the fitted maximal effect; % of control where 0% means no effect
Target sequence (P55210 24-198 limits assumed): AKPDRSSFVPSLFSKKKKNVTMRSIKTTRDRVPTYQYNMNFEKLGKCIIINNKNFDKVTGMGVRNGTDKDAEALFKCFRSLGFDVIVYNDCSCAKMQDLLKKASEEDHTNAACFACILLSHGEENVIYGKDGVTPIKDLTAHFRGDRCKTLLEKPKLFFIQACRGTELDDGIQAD
Target sequence (P55210 207-303 limits assumed): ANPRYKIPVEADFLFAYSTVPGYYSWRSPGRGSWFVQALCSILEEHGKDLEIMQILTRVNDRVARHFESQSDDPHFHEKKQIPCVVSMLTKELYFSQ
Casp1 inh = blocks human caspase-1 allosterically or competitively; AID 900; Caspase-1 enzyme, Ac-WEHD-AFC fluorogenic rate; 75,000 tested, 0.03% active; Potency, µM (doses to about 57.5 µM), without a hit: at the top dose activity change, negative = inhibition, actives largely listed as inhibitors; P29466;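 further: potency means the concentration at half of the fitted maximal effect; plate controls were vehicle for no effect and no substrate for full effect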
BRCT PPI green = BRCA1 BRCT-phosphoprotein interaction inhibition | P38398 | BRCA1 BRCT-phosphopeptide binding, green fluorescence polarization | Potency, µM (highest dose often 76.9 µM), without a hit: at the top dose activity change, negative = inhibition, usual class: inhibitors | 75,000 tested, 0.05% active | AID 875;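 further: potency means the concentration at half of the fitted maximal effect; plate controls were peptide without protein for full effect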
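Compounds were incubated for 12 min at room temperature with a complex of 100 nM fluorescein-tagged pBACH1 decapeptide and 250 nM His-tagged BRCT protein. Buffer was phosphate pH 7.3 with EDTA, DTT and Tween 20. Disruption of binding lowers the polarization signal.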
USP2a inhib = inhibitors of human ubiquitin-specific protease USP2a; USP2a enzymatic assay, qHTS inhibition; O75604; AID 927; Potency, µM (series often up to 38.3 µM), for the others: top-dose activity change, negative = inhibition, actives largely listed as inhibitors; 60,000 tested, 0.1% active;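 further: potency means the concentration at half of the fitted maximal effect; nearly all actives have a fitted effect of over 60% in size; plate controls were DMSO for no effect and NEM full inhibition control for full effect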
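USP2 core (20nM final) preincubated 30 min RT with compound, then Ub-PLA2 20nM and NBD C6-HPC 20uM final added; buffer 20mM Tris-HCl pH 8.0, 2mM CaCl2. Fluorescence Ex 460/Em 535 read at 0 and 2.5 h; normalized to NEM.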
ALOX15 inhib = inhibitors of human 15-lipoxygenase (ALOX15); P16050; purified 15hLO-1, xylenol orange hydroperoxide absorbance; Potency, µM (top dose mostly 57.1 µM), for the others: top-dose activity change, negative = inhibition, actives largely listed as inhibitors; 74,000 tested, 1.4% active; AID 887; further: potency means the concentration at half of the fitted maximal effect; on the % scale 0 is the no-effect control and ±100 the full control effect; nearly all actives have a fitted effect of over 55% in size
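Compounds were preincubated 15 min at room temperature with 40 nM purified human enzyme (25 mM Hepes pH 7.5, 0.01% Triton X-100); 50 uM arachidonic acid reacted 6 min. Fe-xylenol orange detection, 30 min, absorbance ratio 573/405 nm.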
HADH2 inh = blocks human hydroxyacyl-CoA dehydrogenase type II. Q99714. recombinant HADH2, NADH fluorescence, beta-hydroxybutyryl-CoA. Potency, µM (series often up to 57.1 µM), for the others: at the highest dose activity change, negative = inhibition, actives largely listed as inhibitors. 73,000 tested, 3.4% active. AID 886; further: potency means the concentration at half of the fitted maximal effect; on the % scale 0 is the no-effect control and ±100 the full control effect; nearly all actives have a fitted effect of over 60% in size; many of its hits are not listed in these tables
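Buffer 100 mM Tris-HCl pH 9.0/0.01% Tween-20; HADH2 20 nM; NAD+ 1 mM; beta-hydroxybutyryl-CoA 90 uM (all final). 15 min cpd preincubation, RT.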
Pol III holo inh = inhibitors of bacterial DNA polymerase III holoenzyme; reconstituted DNA polymerase III holoenzyme replication, biochemical; Potency, µM (series often up to 57.1 µM), without a hit: top-dose activity change, negative = inhibition; 71,000 tested, 0.25% active; AID 603; further: potency means the concentration at half of the fitted maximal effect; on the % scale 0 is the no-effect control and ±100 the full control effect
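Reconstituted *E. coli* holoenzyme (0.35 nM Pol III, 1 nM beta, 154 nM SSB, 2 nM primase) was preincubated with compound for 15 min at RT. Synthesis on 1.4 nM ssM13Gori ran 35 min, then was stopped with PicoGreen/EDTA and read as dsDNA fluorescence.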
* hit, by the source's call; i = inactive; ? = inconclusive; · = no result given; [ ] = dose if it differs, or a comment. Unless noted, the call rests on the fitted dose curve; in most records, active means well fitted curve in the direction sought with a large enough effect; inconclusive means small, poorly fitted or top-dose-only effect, or another doubt; inactive means no such curve, though single readings can be large; an effect the other way counts as inactive or inconclusive. Not all compounds are listed (hit frequency here may not be typical).

structure	BRCT PPI red	Tau fil binding	HEK293 cAMP ctrl	Rhodamine fluor	Caspase-7 inhib	Casp1 inh	BRCT PPI green	USP2a inhib	ALOX15 inhib	HADH2 inh	Pol III holo inh
CCn1nnnc1SCC(=O)NCc1ccco1	-0.2%	12%	-6%	i	-2%	-5%	-0.1%	-8%	3%	-3%	-9%
Cc1ccccc1Cn1ccc(NC(=O)c2onc(C)c2Cl)n1	-0.2%	57%	28%	·	-1%	-3%	-1.5%	·	1%	-4%	0%
CC1(C)OC(=O)C(=CNn2cnc3ccccc3c2=O)C(=O)O1	-1.7%	3%	3%	i	0%	0%	0.1%	-11%	0%	-1%	3%
Cc1ccc(N(CC(=O)Nc2cccc(C)c2)S(=O)(=O)c2cccc3nonc23)cc1	0.3%	16µM*	-4%	i	0%	-8%	12%	41%[activator]	?	1%	0%
Cc1onc(-c2ccccc2Cl)c1C(=O)Nc1ccc(CN2CCCC2)cc1	1.8%	-13%	10%	i	-1%	1%	1.8%	111%[activator]	-8%	2%	-6%
COc1ccc(NC(=O)N2CCN(c3nc(-c4cccc(OC)c4)cs3)CC2)cc1	0.5%	4%	4%	i	-5%	-6%	1.4%	·	-12%	-28%	-2%
CCC1CCCCN1CC(=O)c1c(C)[nH]c2ccccc12 (stereo not drawn)	-1.0%	-2%	16%	i	-2%	-4%	-0.7%	6%	?	-6%	-2%
CC1CN(Cc2nc3c(c(=O)n(C)c(=O)n3C)n2CC(=O)c2ccccc2)CC(C)O1 (stereo not drawn)	1.3%	0%	?	i	-2%	-3%	-3.7%	4%	7%	8%	-3%
CC1CCCCN1C(=O)COc1ccc(NC(=O)c2ccco2)cc1 (stereo not drawn)	-1.6%	-5%	13%	i	0%	0%	-0.5%	4%	9%	-1%	0%
CCc1ccc2oc(-c3cc(N)ccc3O)nc2c1	-1.0%	25µM*	-11%	i	-11%	-9%	-2.4%	·	?	2%	-6%
O=C(NC1CCCCCC1)c1c(O)c2cccc3c2n(c1=O)CCC3	1.7%	-16%	25%	i	1%	-3%	1.8%	10%	11%	3%	-7%
CCOC(=O)C1CCN(C(=O)Nc2ccc3snnc3c2)CC1	-2.0%	-1%	1%	i	0%	0%	0.2%	-4%	-1%	-1%	10%
CCCCNC(=O)c1ccc(CS(=O)(=O)c2cccc(C(F)(F)F)c2)o1	-0.4%	2%	27%	i	-1%	-2%	-0.3%	13%	3%	-1%	-5%
O=C(Nc1ccccc1NC(=O)c1ccco1)c1ccco1	0.6%	2%	5%	·	-1%	2%	0.2%	0%	-4%	-9%	1%
Cc1cc(OCC(=O)O)c2ccccc2n1	-1.4%	11%	4%	i	-1%	-3%	-0.7%	-8%	2%	1%	-5%
N#Cc1nc(-c2ccccc2Cl)oc1N1CCOCC1	0.0%	2%	-4%	i	1%	0%	0.1%	5%	4%	48%[activator]	-5%
C/C(O)=C(/N=O)C(=O)Nc1ccccc1	-0.4%	-2%	4%	i	-3%	-1%	-0.2%	0%	22%	1%	1%
COc1ccc(C(=O)c2oc3ccc(OC)cc3c2N)cc1	0.0%	-16%	1%	·	-11%	-6%	0.3%	·	-11%	12%	4%
N#Cc1nc(COc2ccccc2)oc1N1CCN(c2cccc(Cl)c2)CC1	-2.0%	23%	?	i	-3%	3%	0.1%	-7%	-1%	3%	-1%
Cc1nc2oc3c(NCc4ccccc4)ncnc3c2c2c1COC(C)(C)C2	-4.2%	32%	10%	i	-3%	-5%	17%	31%[activator]	-2%	25µM*	0%

Shown field by field: part of the list above
COc1ccc(C(=O)c2oc3ccc(OC)cc3c2N)cc1
  BRCT PPI red: 0.0%
  Tau fil binding: -16%
  HEK293 cAMP ctrl: 1%
  Rhodamine fluor: ·
  Caspase-7 inhib: -11%
  Casp1 inh: -6%
  BRCT PPI green: 0.3%
  USP2a inhib: ·
  ALOX15 inhib: -11%
  HADH2 inh: 12%
  Pol III holo inh: 4%
CCOC(=O)C1CCN(C(=O)Nc2ccc3snnc3c2)CC1
  BRCT PPI red: -2.0%
  Tau fil binding: -1%
  HEK293 cAMP ctrl: 1%
  Rhodamine fluor: i
  Caspase-7 inhib: 0%
  Casp1 inh: 0%
  BRCT PPI green: 0.2%
  USP2a inhib: -4%
  ALOX15 inhib: -1%
  HADH2 inh: -1%
  Pol III holo inh: 10%

Next records:
structure	BRCT PPI red	Tau fil binding	HEK293 cAMP ctrl	Rhodamine fluor	Caspase-7 inhib	Casp1 inh	BRCT PPI green	USP2a inhib	ALOX15 inhib	HADH2 inh	Pol III holo inh
COc1ccc(CC(=O)OCc2cc3ccccc3[nH]c2=O)cc1	-0.3%	6%	13%	i	-1%	0%	0.2%	3%	-3%	-11%	3%
CC(NC(=O)c1cccs1)C(c1cccs1)N1CCOCC1 (stereo not drawn)	0.5%	-8%	2%	i	1%	0%	-2.0%	5%	?	3%	-18%
COc1ccc(CC(=O)NC2CCN(CC(=O)N3CCCc4ccccc43)CC2)cc1OC	0.4%	-8%	5%	i	-1%	-2%	4.6%	-3%	0%	7%	0%
N#CC1(Nc2ccc(-c3ccc(NC4(C#N)CCCC4)cc3)cc2)CCCC1	1.1%[15.4 µM]	-22%[11.4 µM]	2%[11.4 µM]	i	0%[11.5 µM]	1%[11.5 µM]	-1.8%[15.4 µM]	·	1%[11.4 µM]	-8%[11.4 µM]	-5%[11.4 µM]
O=C(Cn1c(-c2cncs2)nc2ccccc21)NCCc1ccccc1	0.1%	-12%	?	·	-1%	4%	-0.2%	·	26%	-2%	5%
CC(=O)OCC(=O)[C@@]1(O)CC[C@@H]2[C@H]3CCC4=CC(=O)CC[C@]4(C)[C@]3(F)[C@@H](O)C[C@@]21C	-0.4%[34.4 µM]	-11%[25.6 µM]	-2%[25.6 µM]	i	0%[25.7 µM]	0%[25.7 µM]	-0.5%[34.4 µM]	3%[17.1 µM]	3%[25.6 µM]	2%[25.6 µM]	-6%[25.6 µM]
COc1cccc(Oc2cn[nH]c2-c2ccc(OC)cc2O)c1	-0.2%	?	?	i	-6%	-4%	-0.1%	?	?	-6%	-5%
COC(=O)C1=C(C)NC(C)=C(C(=O)OC)C1C1CC=CCC1 (stereo not drawn)	-0.6%	·	21%	·	-1%	-4%	-3.2%	·	-14%	-6%	·
O=C(CSc1nnc(-c2ccc(Br)cc2)o1)Nc1cccc2ccccc12	1.0%	108%	12%	i	-6%	-1%	0.3%	12%	1%	16%	-7%
COc1cccc(-c2nccc(NCCc3c[nH]c4ccc(OC)cc34)n2)c1	-0.5%	25µM*	-21%	i	-7%	-4%	-1.7%	?	-24%	-13%	7%
CC1(C)Cc2nc3oc4c(N(CCO)Cc5ccccc5)ncnc4c3cc2CO1	-1.8%	-1%	-5%	i	-2%	-4%	4.8%	40%[activator]	-3%	?	-4%
COC(=O)c1ccc(CSc2nnnn2-c2ccccc2)o1	-0.2%	-2%	10%	i	-5%	3%	-2.9%	3%	-1%	-20%	-2%
Cc1cc(NC(=O)CSc2nnc(COc3ccccc3)o2)no1	-0.7%	-4%	-5%	i	-1%	0%	-1.0%	-12%	30%	10%	-15%
COc1ccc2cc3cc(C(=O)NCCN4CCN(c5ccccc5F)CC4)oc3nc2c1	-0.9%	241%	?	i	-1%	1%	2.2%	49%[activator]	-7%	16µM*	5%
CCOc1ccc(C(=O)NCC(C)CN(C)C)cc1OCC (stereo not drawn)	-0.2%	13%	1%	i	-2%	0%	-0.7%	-2%	-3%	1%	6%
C#CCOc1nc(OCC#C)nc(OCC#C)n1	-0.4%	-8%	10%	·	0%	-3%	-2.7%	6%	-2%	?	-6%
COc1cccc2cc(C(=O)NCC3CCCO3)c(=O)oc12 (stereo not drawn)	2.0%	-10%	-5%	i	0%	-1%	0.3%	1%	8%	4%	-2%
C=CCN1CC(O)=C(c2ccccc2)C1=N	1.4%	-10%	-2%	i	0%	2%	-4.0%	0%	7%	-6%	?
COc1ccc(OC(C)C(=O)N2CC(C)OC(C)C2)cc1 (stereo not drawn)	0.3%	-4%	4%	i	-1%	1%	-1.1%	3%	5%	9%	1%
O=C(NCCc1cn2ccsc2n1)C1CCCCC1	-0.8%	3%	9%	·	1%	-1%	-1.0%	·	-4%	13%	-2%
CCc1[nH]nc2c1C1(CCOC1C)C(C#N)=C(N)O2 (stereo not drawn)	0.8%	-9%	26%	i	3%	0%	-0.3%	·	11%	-6%	0%
